Furin inhibitor: blocks human furin protease activity. P09958. purified furin, fluorogenic substrate cleavage. inhibition, % at 30 µM. 220,000 tested, 0.061% active. AID 463115; in the data active = inhibition above about 25%; note: inactives centre near -15
PERK inhibitor: human PERK inhibition, primary cell-based screen; CHO PERK-DD fusion, SEAP luminescence translation reporter; inhibition, % at 5.6 µM; 220,000 tested, 0.17% active; AID 1416;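 active = inhibition above the mean inhibition of all tested compounds plus 3 SD, set separately per screening campaign, cut at about 2.9% in these data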;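 note: PERK kinase domain activated by AP20187 dimerizer at 100 nM; 0% = DMSO with dimerizer and 100% = rapamycin at 8.4 µM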
FXIIa inh: factor XIIa (human) inhibition | P00748 | purified FXIIa, Boc-QGR-AMC fluorogenic substrate, 2 h | inhibition, % at 5 µM | 220,000 tested, 0.3% active; in the data active = inhibition above about 40%;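 note: 0% = enzyme with no compound and 100% = blank without enzyme; many of its hits are not listed in these tables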
p97 inhibitor: blocks human p97 ATPase activity | 220,000 tested, 0.42% active | inhibition, % at 8 µM | recombinant p97 ATPase, Kinase-Glo ATP luminescence, 3 h; in the data active = inhibition above about 15%;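 note: 0% = DMSO vehicle and 100% = wells lacking enzyme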
KCC2 mod: KCC2 (human) Cl- transport modulation. KCC2 cells, thallium flux FluoZin-2 fluorescence. B-score of Tl+ flux slope (higher = more flux/activation; lower = inhibition) at 10 µM. 190,000 tested, 2.2% active;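 active = thallium flux slope and its plate-corrected score both differing from the plate sample mean at a set confidence after two filtering rounds, in either direction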;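 note: slope of fluorescence scaled to starting intensity during 10 to 20 s after thallium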
Target sequence (Q9H2X9 whole entry, looked up): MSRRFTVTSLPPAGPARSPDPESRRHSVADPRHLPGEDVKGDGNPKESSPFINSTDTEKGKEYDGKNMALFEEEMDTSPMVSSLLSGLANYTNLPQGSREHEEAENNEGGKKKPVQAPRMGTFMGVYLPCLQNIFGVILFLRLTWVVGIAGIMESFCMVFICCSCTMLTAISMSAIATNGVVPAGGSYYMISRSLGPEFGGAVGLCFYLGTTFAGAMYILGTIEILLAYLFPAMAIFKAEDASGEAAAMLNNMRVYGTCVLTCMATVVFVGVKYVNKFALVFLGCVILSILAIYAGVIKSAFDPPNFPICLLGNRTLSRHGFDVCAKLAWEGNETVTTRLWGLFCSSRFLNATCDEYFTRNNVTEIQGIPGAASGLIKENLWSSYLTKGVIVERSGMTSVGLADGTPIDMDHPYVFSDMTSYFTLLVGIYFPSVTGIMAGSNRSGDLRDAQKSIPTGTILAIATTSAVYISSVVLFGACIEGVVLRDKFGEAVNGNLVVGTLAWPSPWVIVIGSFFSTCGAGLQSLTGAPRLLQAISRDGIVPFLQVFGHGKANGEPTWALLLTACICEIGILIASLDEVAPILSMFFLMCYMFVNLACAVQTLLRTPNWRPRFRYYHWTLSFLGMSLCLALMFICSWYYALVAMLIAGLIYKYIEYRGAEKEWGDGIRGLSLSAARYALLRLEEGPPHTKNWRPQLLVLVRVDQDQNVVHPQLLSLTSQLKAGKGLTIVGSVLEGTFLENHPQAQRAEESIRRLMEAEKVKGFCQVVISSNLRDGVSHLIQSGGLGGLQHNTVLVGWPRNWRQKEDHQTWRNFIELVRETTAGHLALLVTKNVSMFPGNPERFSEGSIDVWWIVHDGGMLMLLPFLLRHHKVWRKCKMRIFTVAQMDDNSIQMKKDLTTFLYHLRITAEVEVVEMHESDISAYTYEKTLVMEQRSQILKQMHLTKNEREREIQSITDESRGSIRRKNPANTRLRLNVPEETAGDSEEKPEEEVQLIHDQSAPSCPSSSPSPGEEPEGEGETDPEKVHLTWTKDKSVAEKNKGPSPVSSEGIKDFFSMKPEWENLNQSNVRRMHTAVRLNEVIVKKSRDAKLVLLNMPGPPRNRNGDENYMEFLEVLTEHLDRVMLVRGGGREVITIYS
FXIa inh 1536: blocks human coagulation factor XIa protease activity; P03951; purified FXIa, Boc-Glu-Ala-Arg-AMC fluorogenic substrate; inhibition, % at 5 µM; 220,000 tested, 0.14% active; AID 798;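 active = inhibition of at least 40%; inactive = inhibition below 40%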;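 note: fluorescence of freed AMC excited at 355 nm; 0% = enzyme without compound and 100% = no enzyme blank; many of its hits are not listed in these tables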
thrombin 1536: inhibitors of human thrombin. P00734. alpha-thrombin, Boc-VPR-AMC fluorogenic substrate cleavage. inhibition, % at 5 µM. 220,000 tested, 0.26% active;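 active = inhibition at or above 40%; inactive = inhibition below 40%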;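 note: 0% = enzyme with no compound and 100% = wells without enzyme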
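Material: Human alpha-thrombin protein | Buffer or medium: pH 7.5 Tris-saline with Tween 20 | Reagent: Boc-VPR-AMC substrate, 15 µM final | Schedule: Reaction at ambient temperature | Detection: AMC fluorescence at 355 nm excitation and 460 nm emission | Evaluation: Percent inhibition scaled between no-compound controls and no-enzyme blanks | Controls: no-compound enzyme wells and no-enzyme blanks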
Wee1 stabilizer: human Wee1 degradation inhibition, primary screen; reporter increase, % at 5 µM; 220,000 tested, 1.2% active; HeLa Luc-Wee1K328M stability, luciferase luminescence; 100% = proteasome inhibitor MG132 effect;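 active = activation above the mean of all tested compounds plus 3 SD, set per screening run, cut at about 8.8% in these data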;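 note: cells exposed to compound for 20 h before luminescence read; 0% = DMSO alone and 100% = MG132 at 30 µM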
hK5 inh: inhibitors of human kallikrein 5. Q9Y337. recombinant hK5, fluorogenic AMC substrate cleavage. inhibition, % at 5 µM. 210,000 tested, 0.59% active;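 active = inhibition of 40% or more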;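 note: 0% = enzyme controls without compound and 100% = no-enzyme blanks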
Numbers without * were called inactive; . = no result given; [ ] = another dose, or the depositor's remark.

no.	structure	Furin inhibitor	PERK inhibitor	FXIIa inh	p97 inhibitor	KCC2 mod	FXIa inh 1536	thrombin 1536	Wee1 stabilizer	hK5 inh
1	CC(=O)N(C(C)=O)n1c(/C=C/c2ccc([N+](=O)[O-])cc2)nc2ccccc2c1=O	-10	1.3	9	2	0.094	2	0	1	.
2	O=C(Nc1ncnc2c1CCC2)C12CC3CC(CC(C3)C1)C2	-26	0.7	21	4	.	8	3	1	8
3	Cc1ccccc1C(=O)c1c[nH]c(C(=O)NCCc2ccccn2)c1	-13	0.7	9	0	-0.068	-5	-5	5	-2
4	COc1ccc(S(=O)(=O)NC2CCCCC2)c(C)c1C	12[20 µM]	1.8	3	2	-0.059	-5	-7	0	-2
5	CCOc1ccccc1C(=O)N(CN1CCCC1=O)c1ccc(C)c(Cl)c1	-23	0.6	12	-3	0.31	0	2	-1	2
6	Cc1ccc(S(=O)(=O)N(C)c2ccc(OCC(=O)Nc3nnc(C4CC4)s3)cc2)cc1	-28	1.6	-9	2	0.76	-4	1	2	-22
7	COc1ccc(C)cc1S(=O)(=O)Nc1cc(Cl)ccc1Cl	-14[20 µM]	0.7	16	-1	9*	8	3	0	-7
8	CCOc1ccc(N(CC(=O)Nc2cc(C)ccc2C)S(=O)(=O)c2c(C)[nH]c(=O)[nH]c2=O)cc1	-5	1.4	100*	-6	1.4	24	16	3	34
9	CCC(C)NC(=O)NC1C(NC(=O)NC(C)CC)N(C)C(=O)N1C (stereo not drawn)	-12	2.4	-6	5	.	-10	-6	-1	0
10	CC1(c2cccs2)CC(c2cccs2)=C(C#N)C(=O)N1 (stereo not drawn)	-10	0.2	15	6	5.2*	9	8	-1	5
11	CCOC(=O)Cc1csc(SCC(=O)NC2CCCC(C)C2C)n1 (stereo not drawn)	-17	0.3	8	-1	0.66	-11	2	3	13
12	CCCCC(CC)C1OCC(C[N+]2(C)CCOCC2)O1 (stereo not drawn)	-14	0.1	-2	-1	-1.3	-4	-9	-1	-5
13	Cc1cccc(S(=O)(=O)N(CC(=O)Nc2ccccc2C)Cc2ccco2)c1	-5[20 µM]	-1.4	10	-2	-1.2	1	1	3	-3
14	COc1cc(S(=O)(=O)NCc2ccccn2)c(OC)cc1Cl	-7[20 µM]	-0.6	10	-4	0.67	9	4	0	4
15	COc1cc(-c2nnc(SCC(=O)N3CCCC3)o2)cc(OC)c1OC	-10[20 µM]	-0.5	15	-4	1.6	4	2	5	-24
16	Cc1ccc(S(=O)(=O)N2CCN(C)CC2)c(C)c1N(C)S(=O)(=O)c1ccc(Cl)cc1	-16[20 µM]	-0.2	11	-5	0.058	6	-2	0	-9
17	COc1ccc(/C=C/C(=O)NC(C)CCc2ccccc2)cc1OC (stereo not drawn)	-24	-0.4	7	2	.	-4	-16	-1	0
18	O=C1CSC(c2cccnc2)N1c1ccc(F)cc1 (stereo not drawn)	-13[20 µM]	-0.2	-5	-6	0.037	-5	-4	2	-19
19	COc1ccc(NC(=O)CC2CC3CCC2C3)cn1 (stereo not drawn)	-12	0.2	2	8	-0.1	-4	-8	2	-6
20	O=C(N1CCOCC1)N1CCC(NC(=O)C23CC4CC(CC(C4)C2)C3)CC1	-1[20 µM]	1.1	18	3	0.34	5	4	0	-4
21	CCOC(=O)c1ccc(NC(=O)CSc2n[nH]c(-c3ccncc3)n2)cc1	-20[20 µM]	1.2	-8	2	-0.042	-7	-6	0	-1
22	CCn1c(=O)cc(SCC(=O)Nc2cccnc2)c2ccccc21	-6[20 µM]	0.9	16	2	0.88	-1	0	-2	-8
23	CCCCCCNC(=O)CCCCCNS(=O)(=O)c1ccc(OC)cc1	-29	-0.5	17	-1	-0.25	10	3	2	-7
24	CCCCc1c(C)c2cc(C)ccc2[nH]c1=O	-2[20 µM]	-0.7	-15	-7	.	1	27	-1	18
25	Nn1c(-c2ccc(O)cc2)nnc1-c1ccc(O)cc1	-23	1.1	10	7	.	-1	-3	4	-1
26	CC(Oc1ccc(-c2ccccc2)c(F)c1)c1ccn(S(=O)(=O)c2ccc(F)cc2)n1 (stereo not drawn)	-16[20 µM]	-0.2	-7	-8	.	-9	2	0	16
27	Cc1ccc(C(=O)NC2CCc3ccccc3C2=O)cc1 (stereo not drawn)	-16	0.8	18	3	-0.47	20	-5	5	0
28	O=C(O)c1ccc(Cl)c(S(=O)(=O)NCC2CCCO2)c1 (stereo not drawn)	-2[20 µM]	0.3	20	-3	1.3	-8	0	-1	-25
29	Nc1[nH]c(N=NC(=O)c2ccccc2)c2ccccc12	12	0.1	14	1	1.5	11	-3	10*	-13
30	COC(=O)c1[nH]c2ccc(Cl)cc2c1NC(=O)CN1CCc2cc(OC)c(OC)cc2C1	-23	-1.2	9	4	-0.75	0	-6	-1	-13

Not a retest: an excerpt of the list.
no.	structure	Furin inhibitor	PERK inhibitor	FXIIa inh	p97 inhibitor	KCC2 mod	FXIa inh 1536	thrombin 1536	Wee1 stabilizer	hK5 inh
28	O=C(O)c1ccc(Cl)c(S(=O)(=O)NCC2CCCO2)c1 (stereo not drawn)	-2[20 µM]	0.3	20	-3	1.3	-8	0	-1	-25
29	Nc1[nH]c(N=NC(=O)c2ccccc2)c2ccccc12	12	0.1	14	1	1.5	11	-3	10*	-13
30	COC(=O)c1[nH]c2ccc(Cl)cc2c1NC(=O)CN1CCc2cc(OC)c(OC)cc2C1	-23	-1.2	9	4	-0.75	0	-6	-1	-13

The list goes on.
no.	structure	Furin inhibitor	PERK inhibitor	FXIIa inh	p97 inhibitor	KCC2 mod	FXIa inh 1536	thrombin 1536	Wee1 stabilizer	hK5 inh
31	C=C(C)Cn1c(C)cc(C)c(S(=O)(=O)c2ccc(C)cc2)c1=O	-7	-0.2	2	-1	-1.4	-4	0	-1	-9
32	Cn1nc(Oc2ncc(C(F)(F)F)cc2Cl)cc1C(F)(F)F	-17	-0.2	10	2	0.13	-4	-13	-1	-9
33	CCN(CC)S(=O)(=O)c1cccc(C(=O)N/N=C/c2ccc([N+](=O)[O-])o2)c1	-22	0.3	2	-4	0.97	-5	-6	0	-2
34	O=C(NNC(=O)C1CCN(Cc2cccc(F)c2)CC1)c1cccc(Cl)c1	-17[20 µM]	-0.3	17	-2	.	1	0	-2	-3
35	C/C(=N\OCC(=O)Nc1ccc(Br)cc1)c1cccs1	-18	0.7	2	6	-1.6	1	-8	-1	-2
36	O=S(=O)(Nc1ccc2c(c1)OCO2)c1ccc(Br)s1	-22[20 µM]	0.8	-10	3	-0.053	-10	-4	4	-11
37	COc1ccccc1NC(=O)C(CCS(C)(=O)=O)N1C(=O)c2ccccc2C1=O (stereo not drawn)	-22	0.2	4	3	0.31	-18	-9	1	2
38	Cc1ccc(OCC(=O)N/N=C/c2c[nH]c3ccccc23)c([N+](=O)[O-])c1	-12	1.2	7	6	1.2	5	-14	-1	-9
39	CCOc1ccc(-n2c(-c3ccccc3)c[n+]3c2CCCCC3)cc1	-16	0.5	5	-2	0.77	-5	-10	-2	-11
40	CCNC(=O)COc1cc(C)c(Cl)c(C)c1	-10[20 µM]	0.3	13	-2	0.14	4	6	0	1
41	COc1ccc(CNCC(=O)Nc2cccc(S(N)(=O)=O)c2)cc1	-23	0.9	8	7	-0.18	-1	-2	-3	1
42	Cn1cnnc1SCc1ccc(C#N)cc1	-18	0.6	13	0	.	2	-6	-1	-11
43	CCN(CC)CCNC(=S)NC(=O)c1cn(-c2ccccc2)nc1-c1ccc(OC)cc1	-33	0.2	-1	0	-0.042	15	-1	-2	-15
44	CC(C)C(=O)N1CCC2(CC1)Oc1ccc(Cl)cc1C(=O)C21CC(c2ccccc2)=NO1 (stereo not drawn)	-26	.	7	.	-0.042	3	1	.	3
45	C=CCNc1nc(-c2sc(NC(C)=O)nc2C)cs1	-16[20 µM]	-0.2	12	4	-1.3	-10	-10	-1	-19
46	C/C(CC(=O)Nc1cccc(Cl)c1)=N\NC(=O)Cc1ccc(Cl)cc1	-7[20 µM]	1.1	-7	2	3.6	-21	-2	-1	-24
47	CCCCCOC(=O)Cn1c(SCC(=O)Nc2ccccc2)nc2c1c(=O)[nH]c(=O)n2C	-9	-0.7	21	-7	0.39	8	6	1	-13
48	CCC(=O)Nc1ccc(C(=O)Nc2ccc3c(c2)OCO3)cc1	-5	0.3	3	-1	0.11	-9	-3	-1	-21
49	O=C(Nc1ccc2oc(-c3ccncc3)nc2c1)c1ccc(F)cc1	-26	1.1	7	5	-0.26	-3	7	-3	-3
50	NS(=O)(=O)c1ccc(NC(=O)CN2C(=O)c3ccccc3C2=O)cc1	-25	0.6	7	-1	2.3	-8	-4	19*	-8

By substructure, those above with bromine (2)
no.	structure	Furin inhibitor	PERK inhibitor	FXIIa inh	p97 inhibitor	KCC2 mod	FXIa inh 1536	thrombin 1536	Wee1 stabilizer	hK5 inh
35	C/C(=N\OCC(=O)Nc1ccc(Br)cc1)c1cccs1	-18	0.7	2	6	-1.6	1	-8	-1	-2
36	O=S(=O)(Nc1ccc2c(c1)OCO2)c1ccc(Br)s1	-22[20 µM]	0.8	-10	3	-0.053	-10	-4	4	-11

Later entries.
no.	structure	Furin inhibitor	PERK inhibitor	FXIIa inh	p97 inhibitor	KCC2 mod	FXIa inh 1536	thrombin 1536	Wee1 stabilizer	hK5 inh
51	CCN(CC)S(=O)(=O)c1cc(C(=O)Nc2ccc(Cl)cn2)ccc1C	-10	-0.3	-4	2	-0.22	-5	-6	2	1
52	CCCCNC(=O)N(O)C1N(/N=C/c2cccnc2)C(=S)SC1(C)C (stereo not drawn)	-5	-0.8	6	-3	1.7	-1	1	3	-2
53	Fc1ccc(Br)cc1C1C=C(c2ccc(Br)cc2)Nc2ncnn21 (stereo not drawn)	-21[20 µM]	0.3	-33	3	1.9	-14	3	1	-22
54	CS(=O)(=O)N1CCc2cc(-c3csc(NCC4CCCO4)n3)ccc21 (stereo not drawn)	-6	-0.9	2	8	0.69	1	-6	-1	-8
55	COc1ccc(-n2c(COc3ccc4c(c3)OCO4)nnc2SCC(=O)O)cc1	-18	0.8	4	2	0.32	0	-9	-2	-1
56	O=C(c1cnn2c(C(F)(F)F)cc(-c3ccco3)nc12)N1CCCCCC1	-7	-0.8	30	-8	.	17	0	-2	-2

Reformatted: 6 of the compounds above.
Every second line gives: Furin inhibitor, PERK inhibitor, FXIIa inh, p97 inhibitor, KCC2 mod, FXIa inh 1536, thrombin 1536, Wee1 stabilizer, hK5 inh
[28] O=C(O)c1ccc(Cl)c(S(=O)(=O)NCC2CCCO2)c1 (stereo not drawn)
→ -2[20 µM], 0.3, 20, -3, 1.3, -8, 0, -1, -25
[29] Nc1[nH]c(N=NC(=O)c2ccccc2)c2ccccc12
→ 12, 0.1, 14, 1, 1.5, 11, -3, 10*, -13
[30] COC(=O)c1[nH]c2ccc(Cl)cc2c1NC(=O)CN1CCc2cc(OC)c(OC)cc2C1
→ -23, -1.2, 9, 4, -0.75, 0, -6, -1, -13
[31] C=C(C)Cn1c(C)cc(C)c(S(=O)(=O)c2ccc(C)cc2)c1=O
→ -7, -0.2, 2, -1, -1.4, -4, 0, -1, -9
[32] Cn1nc(Oc2ncc(C(F)(F)F)cc2Cl)cc1C(F)(F)F
→ -17, -0.2, 10, 2, 0.13, -4, -13, -1, -9
[33] CCN(CC)S(=O)(=O)c1cccc(C(=O)N/N=C/c2ccc([N+](=O)[O-])o2)c1
→ -22, 0.3, 2, -4, 0.97, -5, -6, 0, -2

Compound activity deposited in PubChem by several laboratories.
